Xi reactivation – activators of X-chromosome reactivation in mouse fibroblasts; XiGFP mouse fibroblasts, % GFP-positive cells imaging, 3 d; cells co-treated with 5-aza-dC sensitizer; scaled so ellipticine positive control = 100%; activation, % at 7.58 µM; hit rate 0.055% among 360,000;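 active = mean normalized replicate activation at least 10% and every replicate at or above 10%; inconclusive = only one of the two criteria met; inactive = mean below 10% and not all replicates reach 10%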;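 note: 0% = median of on-plate neutral control wells and 100% = ellipticine 6 µM median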
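Material: XiGFP fibroblasts, SV40-immortalized. Buffer or medium: DMEM plus 5-aza-dC sensitizer. Compound: single concentration per compound, delivered by pin transfer. Times: 3 days compound exposure. Controls: ellipticine 6 µM.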
EWS-Fli inh – blocks EWS/Fli oncoprotein-driven transcription; A673 NR0B1-luciferase reporter, viability-normalised; hit rate 0.67% among 350,000; inhibition, % at 12.6 µM;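 active = mean inhibition of at least 50% after viability correction, with every replicate also passing that limit; inconclusive = mean reaches 50% but only one of two replicates passes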;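 note: firefly luciferase signal divided by Alamar Blue viability fluorescence both relative to DMSO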
esBAF inh – blocks esBAF chromatin remodeling in mouse ES cells | hit rate 2% among 350,000 | reporter increase, % at 12.5 µM | Bmi1-luciferase knock-in reporter, 24 h; 100% = twice the neutral-well signal | AID 602393; in the data active = activation above about 40%; inconclusive = no clear call, values can overlap the other calls;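 note: 0% = median of the plate's neutral control wells and 100% = double that signal; a rise in the Bmi1 reporter signal indicates esBAF inhibition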
RAD52 inh – RAD52 (human) annealing inhibition. AID 651710. recombinant RAD52 DNA annealing, FRET fluorescence. hit rate 0.46% among 360,000. P43351. inhibition, % at 18.7 µM;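 active = every replicate showing at least 50% inhibition; inconclusive = mean inhibition at least 50% but not in every replicate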
S100A4 inh HTS – S100A4-myosin IIA interaction inhibition | hit rate 0.14% among 360,000 | inhibition, % at 10.7 µM | S100A4/TAMRA-MyoIIA peptide fluorescence polarization | AID 652163;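 active = mean inhibition of at least 70% across replicates, with every replicate also reaching that level; inconclusive = mean inhibition reaches 70% but some replicates fall short; inactive = mean inhibition below 70%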
Target sequence (P26447 whole entry, looked up): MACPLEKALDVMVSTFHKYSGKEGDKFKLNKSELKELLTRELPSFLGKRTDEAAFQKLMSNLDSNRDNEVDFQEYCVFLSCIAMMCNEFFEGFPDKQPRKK
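Test system – S100A4 monomer (human) · Compound – single-point compound testing · Schedule – 5 min incubation before reading · Probe or stimulus – TAMRA-labelled myosin IIA heavy-chain peptide probe, 5 nM · Benchmarks – neutral control DMSO, positive control TFP · Medium – Calcium-containing HEPES buffer, pH 7.2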
FN deposit inh – fibronectin deposition inhibition; AH1F fibroblasts, Alexa488-fibronectin deposition fluorescence, overnight; inhibition, % at 12.6 µM; hit rate 0.086% among 350,000;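 active = mean inhibition across replicates of 30% or more, regardless of how many single replicates reach that level; inconclusive = mean under 30% yet at least half of replicates reach 30%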;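 note: positive control wells lacked labelled fibronectin entirely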
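test system = AH1F fibroblasts assembling fluorescent fibronectin matrix | quantity = 10000 AH1F cells per well | buffer or medium = DMEM plus 2% serum, read in PBS | doses = single dose, pinned | incubation = 1 h cell attachment, overnight exposure to compound and label | detection = fluorescence at 485 nm excitation, 525 nm emission | read-out basis = inhibition from reduced deposited-fibronectin fluorescence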
E-selectin induc – E-selectin induction on HUVECs | P16581 | HUVEC E-selectin immunofluorescence imaging; normalized: neutral wells 0, TNF-alpha wells 100 | activation, % at 7.58 µM | hit rate 0.37% among 260,000;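 active = mean E-selectin-positive cell signal at least 10% of the positive control, reached in at least 60% of replicates, without over 20% cell loss; inconclusive = no rule given, readout overlaps actives, possibly toxicity-flagged; inactive = the rest, including those meeting only one limit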;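 note: in these data hits start at about 27%; measured in HUVEC primary endothelial cells; signal is the percent of cells scored E-selectin positive by PE staining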
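material = human umbilical vein endothelial cells (HUVEC), E-selectin induction | quantity = 3,000 cells/well | medium = EGM-2 growth medium on 0.1% gelatin-coated wells | technique = immunofluorescence imaging | read-out basis = % PE-positive cells | control set = TNF-alpha positive control, DMSO neutral control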
RAD54 inh – RAD54 (human) branch migration inhibition. hit rate 0.14% among 360,000. inhibition, % at 10.4 µM. RAD54 Holliday junction branch migration, FAM/BHQ fluorescence. Q92698;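 active = mean normalized replicate activity at least 40 and at least half of replicates scoring 40 or more; inconclusive = only one of the two criteria met; inactive = mean below 40 and under half of replicates reaching 40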;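 note: 0% = median of neutral control wells and 100% = median of positive control wells; inhibitors cause a drop in the FAM fluorescence signal; in these data hits start at about 50%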
Target sequence (Q92698 whole entry, looked up): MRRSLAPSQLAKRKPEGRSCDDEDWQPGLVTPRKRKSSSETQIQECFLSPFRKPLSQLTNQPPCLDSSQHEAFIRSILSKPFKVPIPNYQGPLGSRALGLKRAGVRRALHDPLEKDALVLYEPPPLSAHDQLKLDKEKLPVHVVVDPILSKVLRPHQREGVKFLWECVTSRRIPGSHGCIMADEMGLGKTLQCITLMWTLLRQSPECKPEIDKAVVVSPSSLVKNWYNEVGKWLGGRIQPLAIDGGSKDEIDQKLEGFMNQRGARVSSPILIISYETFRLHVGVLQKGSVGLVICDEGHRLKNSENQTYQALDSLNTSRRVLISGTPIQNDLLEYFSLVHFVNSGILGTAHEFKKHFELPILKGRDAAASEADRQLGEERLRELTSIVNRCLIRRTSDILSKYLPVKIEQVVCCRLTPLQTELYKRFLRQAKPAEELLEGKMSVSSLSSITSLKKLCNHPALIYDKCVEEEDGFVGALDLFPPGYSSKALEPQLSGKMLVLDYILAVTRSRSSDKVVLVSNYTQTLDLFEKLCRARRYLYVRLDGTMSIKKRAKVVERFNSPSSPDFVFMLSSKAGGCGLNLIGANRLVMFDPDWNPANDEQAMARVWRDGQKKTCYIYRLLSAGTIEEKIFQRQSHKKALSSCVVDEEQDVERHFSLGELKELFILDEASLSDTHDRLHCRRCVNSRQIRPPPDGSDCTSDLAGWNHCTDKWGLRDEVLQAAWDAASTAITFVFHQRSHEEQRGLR
Starred values were filed as active, the others as inactive.

How did O=C(Nc1cc(C(=O)N2CCOCC2)cc(C(=O)N2CCOCC2)c1)c1cc(F)c(F)cc1Cl do in these assays?
EWS-Fli inh: 9; esBAF inh: -7; RAD52 inh: 0; S100A4 inh HTS: 6; RAD54 inh: 2

What do the screens show for `C[C@@H]1CCCCO[C@H](CN(C)S(C)(=O)=O)[C@@H](C)CN([C@H](C)CO)C(=O)c2cc(NC(=O)C3CCCCC3)ccc2O1`?
Xi reactivation: 0.0; EWS-Fli inh: -2; esBAF inh: -2; RAD52 inh: -2; S100A4 inh HTS: 8; E-selectin induc: 0.0; RAD54 inh: 0

What do the screens show for `CC(=O)NNc1ncnc2ccccc12`?
Xi reactivation: 0.0; EWS-Fli inh: 10; esBAF inh: -8; RAD52 inh: 1; S100A4 inh HTS: 3; FN deposit inh: -13; E-selectin induc: 0.1; RAD54 inh: -3

How did Cn1cccc1Cc1nnc(SCC(=O)Nc2ccccc2F)n1-c1ccc(F)cc1 do in these assays?
Xi reactivation: 1.1; EWS-Fli inh: 3; esBAF inh: -5; RAD52 inh: -61; S100A4 inh HTS: -4; FN deposit inh: 11; RAD54 inh: -8

What do the screens show for `CCN(CC)Cc1c(C(=O)N/N=C/c2ccco2)nnn1-c1nonc1N`?
Xi reactivation: 0.1; esBAF inh: 0; RAD52 inh: -15; S100A4 inh HTS: -2; E-selectin induc: -0.3; RAD54 inh: 4

How did O=C(OCc1nc2ccc(Cl)cc2n1CCO)c1ccccc1C(=O)c1ccccc1 do in these assays?
Xi reactivation: -0.1; EWS-Fli inh: 4; RAD52 inh: -16; S100A4 inh HTS: -6; FN deposit inh: -5

What do the screens show for `CCC(=O)N(C)C[C@H]1Oc2cc(C#C[C@H](C)O)ccc2S(=O)(=O)N([C@H](C)CO)C[C@@H]1C`?
Xi reactivation: 1.0; EWS-Fli inh: -10; esBAF inh: 4; RAD52 inh: 14; S100A4 inh HTS: 6; FN deposit inh: -8; E-selectin induc: 0.1; RAD54 inh: 0

How did CC1(C)OC(=O)C(=Cc2ccc(-c3ccc(Cl)c(C(=O)O)c3)o2)C(=O)O1 do in these assays?
Xi reactivation: 0.2; EWS-Fli inh: -5; RAD52 inh: -98; S100A4 inh HTS: -2

What do the screens show for `COC(=O)c1ccc(C(=O)OC)c(NC(=O)COC(=O)CCOc2ccc(C)cc2)c1`?
Xi reactivation: 0.3; EWS-Fli inh: 3; esBAF inh: -6; RAD52 inh: -6; S100A4 inh HTS: -6; FN deposit inh: -4; E-selectin induc: 6.2; RAD54 inh: 4

What do the screens show for `Cc1ccc(COC(=O)CN2C(=O)NC3(CCCCC3C)C2=O)cc1` (stereo not given)?
Xi reactivation: -0.1; EWS-Fli inh: -5; RAD52 inh: -9; S100A4 inh HTS: -2; RAD54 inh: 20

Results for Cn1cc(/C=C/C(=O)N2CCCC(C(=O)c3ccc(C(F)(F)F)cc3)C2)cn1 (stereo not given) ?
Xi reactivation: 0.0; EWS-Fli inh: 5; RAD52 inh: 0; S100A4 inh HTS: 0; FN deposit inh: -1; E-selectin induc: -0.2

What do the screens show for `COc1ccc2c(c1)O[C@@]1(CCCC[C@@H]1C)CC2=O`?
Xi reactivation: 0.0; EWS-Fli inh: -4; esBAF inh: -3; RAD52 inh: -11; S100A4 inh HTS: -3; FN deposit inh: -6; E-selectin induc: -0.2; RAD54 inh: -8

How did COc1ccc(CN2CCN(C(=O)c3ccccc3C(=O)c3ccccc3)CC2)cc1OC do in these assays?
Xi reactivation: 0.7; EWS-Fli inh: 10; esBAF inh: 7; RAD52 inh: -14; S100A4 inh HTS: -2; FN deposit inh: 2; E-selectin induc: inconclusive; RAD54 inh: -7

How did COc1ccc(CC(=O)N2CCC3(CC2)NCCc2[nH]cnc23)cc1 do in these assays?
Xi reactivation: 0.0; EWS-Fli inh: -8; esBAF inh: -5; RAD52 inh: -9; S100A4 inh HTS: -8; FN deposit inh: 1; RAD54 inh: -11

What do the screens show for `C=CCn1c(C)cc(/C([O-])=C(/C(=S)Nc2ccc(OC(F)F)cc2)[n+]2ccc(N(C)C)cc2)c1C`?
Xi reactivation: 0.8; EWS-Fli inh: 0; esBAF inh: 21; RAD52 inh: 5; S100A4 inh HTS: -11; FN deposit inh: 13; E-selectin induc: -2.9; RAD54 inh: 9

How did COc1cc2c(cc1CN1CCN(C(=O)c3cc(OC)c(OC)c(OC)c3)CC1)OCO2 do in these assays?
Xi reactivation: 0.1; EWS-Fli inh: 2; esBAF inh: 4; RAD52 inh: 6; S100A4 inh HTS: -1; FN deposit inh: -5; E-selectin induc: -0.2; RAD54 inh: 1

Results for CCCNC(=O)N[C@@H]1CC[C@@H](CC(=O)N2CCN(C)CC2)O[C@H]1CO ?
Xi reactivation: 0.0; EWS-Fli inh: -3; esBAF inh: 0; RAD52 inh: -4; S100A4 inh HTS: 0; FN deposit inh: 10; E-selectin induc: -0.2; RAD54 inh: -1

How did COc1ccc(Cl)cc1NC(=S)NNC(=O)c1cccnc1 do in these assays?
Xi reactivation: 0.1; EWS-Fli inh: 0; RAD52 inh: -21; S100A4 inh HTS: -3; FN deposit inh: -8

What do the screens show for `COC(=O)[C@]1(C)N[C@H](CN(C)C(=O)Nc2ccccc2)[C@@H]2C(=O)N(Cc3ccccc3)C(=O)[C@@H]21`?
Xi reactivation: 0.2; EWS-Fli inh: 15; esBAF inh: 0; RAD52 inh: 2; S100A4 inh HTS: 24; FN deposit inh: 15; E-selectin induc: 3.1; RAD54 inh: 2

What do the screens show for `COc1cc(CN2C[C@@H](CO)O[C@@H](n3cnc4c(N5CCCC5)ncnc43)C2)cc(OC)c1OC`?
Xi reactivation: 0.2; EWS-Fli inh: -5; esBAF inh: -4; RAD52 inh: -3; S100A4 inh HTS: -3; FN deposit inh: -1; E-selectin induc: 0.0; RAD54 inh: -2

How did CCCCNC(=O)c1ccc2nc(CC)c(N(CC)CCN(C)C)n2c1 do in these assays?
Xi reactivation: -0.1; EWS-Fli inh: -2; esBAF inh: -7; RAD52 inh: -6; S100A4 inh HTS: -3; E-selectin induc: 1.0; RAD54 inh: 1

How did COc1cc2c(cc1OC)/C(=C/C(C)=O)OC2 do in these assays?
Xi reactivation: 0.0; EWS-Fli inh: -3; RAD52 inh: -1; S100A4 inh HTS: 2; FN deposit inh: 5; E-selectin induc: 0.1

Results for Clc1ccc2nc(-c3cccc(Br)c3)c(Cc3ccsc3)n2c1 ?
Xi reactivation: -0.1; EWS-Fli inh: -92; esBAF inh: 30; RAD52 inh: -20; S100A4 inh HTS: 10; FN deposit inh: -7; RAD54 inh: -4

What do the screens show for `C[C@H](CO)N1C[C@H](C)[C@@H](CN(C)C(=O)Cc2ccccc2)OCCCC[C@H](C)Oc2ccc(NC(=O)Nc3ccc(C(F)(F)F)cc3)cc2C1=O`?
Xi reactivation: 0.2; EWS-Fli inh: 11; esBAF inh: -3; RAD52 inh: -3; S100A4 inh HTS: -1; E-selectin induc: 1.5; RAD54 inh: -4

What do the screens show for `O=C1CCCN1CCC1CCCCN1Cc1nc(-c2cnccn2)no1` (stereo not given)?
Xi reactivation: 0.0; EWS-Fli inh: 3; esBAF inh: -3; RAD52 inh: -3; S100A4 inh HTS: -3; FN deposit inh: -2; E-selectin induc: 0.2; RAD54 inh: -1

How did COC(=O)c1ccccc1NC(=O)C1CCN(C(=O)Cc2ccccc2)CC1 do in these assays?
Xi reactivation: 0.0; EWS-Fli inh: 5; esBAF inh: -2; RAD52 inh: -12; S100A4 inh HTS: -13; FN deposit inh: 5; RAD54 inh: -1

Results for OC[C@H]1[C@H](c2ccc(C#CC3(O)CCCC3)cc2)[C@H]2CN(Cc3cncnc3)CCCCN21 ?
Xi reactivation: 0.0; EWS-Fli inh: -6; esBAF inh: -6; RAD52 inh: 6; S100A4 inh HTS: -4; FN deposit inh: -13; E-selectin induc: -0.1; RAD54 inh: 6

What do the screens show for `O=S1(=O)CCN(CCCCc2ccccc2)CC1`?
Xi reactivation: 0.0; EWS-Fli inh: -11; esBAF inh: 9; RAD52 inh: 2; S100A4 inh HTS: -1; FN deposit inh: 9; RAD54 inh: 9

What do the screens show for `CC(=O)Nc1ccc(S(=O)(=O)NC(C)C(=O)OCC(=O)NC2CCCC2)cc1` (stereo not given)?
Xi reactivation: -0.1; EWS-Fli inh: -1; RAD52 inh: -7; S100A4 inh HTS: -2; FN deposit inh: -4

What do the screens show for `N#C[C@@H]1[C@H](c2ccccc2C2=CCCC2)[C@H](CO)N1C(=O)NC1CCCCC1`?
Xi reactivation: 0.0; EWS-Fli inh: -3; RAD52 inh: -28; S100A4 inh HTS: 1; FN deposit inh: 2; E-selectin induc: 0.3

What do the screens show for `COc1ccccc1OCC(=O)NNC(=O)c1ccc(F)c(S(=O)(=O)N2CCOCC2)c1`?
Xi reactivation: 0.3; EWS-Fli inh: -5; RAD52 inh: -7; S100A4 inh HTS: 1; FN deposit inh: -16; E-selectin induc: -0.1

What do the screens show for `CCCN(C(=O)COC(=O)CSc1ccc([N+](=O)[O-])cc1)C1CCS(=O)(=O)C1` (stereo not given)?
Xi reactivation: 0.0; EWS-Fli inh: -1; esBAF inh: -7; RAD52 inh: -7; S100A4 inh HTS: -1; E-selectin induc: -0.7; RAD54 inh: 2

Results for O=C(Cc1ccc(F)cc1)Nc1nnc(-c2ccc(F)cc2)o1 ?
Xi reactivation: 0.1; esBAF inh: -3; RAD52 inh: -11; S100A4 inh HTS: -18; FN deposit inh: -3; RAD54 inh: 9

What do the screens show for `OC(C[n+]1ccccc1)c1ccccc1` (stereo not given)?
Xi reactivation: -0.1; EWS-Fli inh: 1; esBAF inh: -5; RAD52 inh: -10; S100A4 inh HTS: -12; FN deposit inh: 1; RAD54 inh: 5

How did CCCC#Cc1ccc([C@@H]2[C@H](CO)N3C(=O)CN(S(=O)(=O)c4ccccc4C)C[C@@H]23)cc1 do in these assays?
Xi reactivation: 0.0; EWS-Fli inh: -6; RAD52 inh: -6; S100A4 inh HTS: -25; FN deposit inh: 1; E-selectin induc: -0.2

Results for Cc1nc(CCNC(=O)C2CCC(=O)N(Cc3ccc(Cl)cc3)C2)sc1C (stereo not given) ?
Xi reactivation: 0.1; EWS-Fli inh: 6; esBAF inh: -6; RAD52 inh: 3; S100A4 inh HTS: 0; FN deposit inh: 5; RAD54 inh: -10

Results for CC1CCN(CC(C)OC(=O)c2ccc3c(c2)OCCO3)CC1 (stereo not given) ?
Xi reactivation: 0.8; EWS-Fli inh: -11; esBAF inh: 10; RAD52 inh: 4; S100A4 inh HTS: 4; FN deposit inh: -29; E-selectin induc: 0.0; RAD54 inh: 2

Bioassay records (PubChem)
